# p53 reactivator: mutant p53 re-activation in reporter cells | H1299 p53-A138V BP100-luciferase reporter, luminescence, 24 h | hit rate 0.063% among 320,000 | AID 504706 | Potency, µM (doses to about 92.2 µM), without a hit: top-dose activity change, positive = activation, usual class: activators; also: % of control where 0% means no effect; nearly all actives have a fitted effect of over 45% in size
#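 p53-null H1299 cells stably carrying temperature-sensitive p53-A138V and a BP100-luciferase reporter were pinned with compounds (4-point, 1:5 series) and held 24 hrs at 37 deg C. Luminescence was read 10 min after detection reagent.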
# NPC1 promoter act: activators of NPC1 promoter; Huh7 NPC1 promoter luciferase reporter, 24 h; Potency, µM (doses to about 9.22 µM), for inactives: at the highest dose activation, actives largely listed as activators; hit rate 2.4% among 320,000; AID 485313;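 also: % of control where 0% means no effect; nearly all actives have a fitted effect of over 60% in size; reporter is driven by a mutant NPC1 promoter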
#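 Quantitative HTS used a cell-based reporter: Huh7 cells stably bearing the NPC1 promoter upstream of luciferase were treated with compounds for 24 h, and promoter activation was read as luminescence.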
# uPA surface inh: inhibitors of cell surface uPA generation; Potency, µM (series often up to 38.3 µM), for the others: at the top dose activity change, negative = inhibition, usual class: inhibitors; cell surface uPA generation assay, qHTS; AID 540303; hit rate 0.31% among 330,000; active = well fitted inhibition curve with a large enough effect; inconclusive = small, poorly fitted or top-dose-only effect; inactive = no such curve, though single readings can be large or run the other way; tested in mouse RAW 264.7 cells; also: % is scaled to controls: 0 for no effect and ±100 for the full control effect; nearly all actives have a fitted effect of over 55% in size
# Rab9 prom act: activates the Rab9 promoter | Huh7 Rab9 promoter-luciferase reporter, luminescence, 24 h | Potency, µM (series often up to 9.22 µM), for the others: top-dose activation, negative = inhibition, actives largely listed as activators | hit rate 2.8% among 320,000; also: % of control where 0% means no effect; nearly all actives have a fitted effect of over 60% in size
#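 Cell-based reporter: Huh7 stable for Rab9 promoter-driven luciferase, plated in reduced-serum medium with 10% FBS at 1500 cells/well, compound-treated 24 h at 37 °C, luminescence read after 10 min reagent.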
# MBNL1-CUG inh: inhibitors of human MBNL1 binding to CUG repeat RNA. Q9NR56. TR-FRET MBNL1-His/biotin-(CUG)12 binding, 665/545 ratio. Potency, µM (titrated, usually from 57.5 µM), for the others: top-dose activity change, negative = inhibition, hits mostly inhibitors. hit rate 0.036% among 280,000; active = well fitted inhibition curve with a large enough effect in the signal ratio, with a control signal flat, not every such curve was filed as active; inconclusive = small, poorly fitted or top-dose-only effect, or effect the other way, or a change in a side signal; inactive = no such curve, though single readings can be large or run the other way; the % refers to the signal ratio; also: % is scaled to controls: 0 for no effect and ±100 for the full control effect
#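 TR-FRET between His-tagged MBNL1 and biotin-(CUG)12 RNA, detected with Tb anti-His antibody (0.055 ng/ul) and streptavidin-XL665 (5 nM), 60 min at room temperature. Compounds titrated 92 nM to 58 uM; 665/545 nm ratio normalized to buffer and complex controls.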
# ELG1 genotoxic: genotoxicity induction in ELG1-luciferase HEK293T cells; HEK293T ELG1-luciferase reporter, luminescence, 16 h; hit rate 1.3% among 330,000; Potency, µM (highest dose often 46 µM), without a hit: at the top dose activity change, positive = activation, hits mostly activators; AID 504466; also: % of control where 0% means no effect; nearly all actives have a fitted effect of over 60% in size
#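 HEK293T cells expressing luciferase-tagged ELG1 were exposed to compound or DMSO vehicle for 16 hr at 37 °C and 5% CO2. Luciferase activity was then measured with ONE-Glo after 30 min at room temperature.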
# RORgamma inh: ROR gamma (mouse) transcription inhibition; P51450; Drosophila S2 Gal4-RORgamma UAS-luciferase reporter, 20 h; Potency, µM (series often up to 53.6 µM), for inactives: at the top dose activity change, negative = inhibition, actives largely listed as inhibitors; hit rate 5.4% among 310,000; also: % is scaled to controls: 0 for no effect and ±100 for the full control effect; nearly all actives have a fitted effect of over 60% in size
# Target sequence (P51450 whole entry, looked up, the tested form may be a part): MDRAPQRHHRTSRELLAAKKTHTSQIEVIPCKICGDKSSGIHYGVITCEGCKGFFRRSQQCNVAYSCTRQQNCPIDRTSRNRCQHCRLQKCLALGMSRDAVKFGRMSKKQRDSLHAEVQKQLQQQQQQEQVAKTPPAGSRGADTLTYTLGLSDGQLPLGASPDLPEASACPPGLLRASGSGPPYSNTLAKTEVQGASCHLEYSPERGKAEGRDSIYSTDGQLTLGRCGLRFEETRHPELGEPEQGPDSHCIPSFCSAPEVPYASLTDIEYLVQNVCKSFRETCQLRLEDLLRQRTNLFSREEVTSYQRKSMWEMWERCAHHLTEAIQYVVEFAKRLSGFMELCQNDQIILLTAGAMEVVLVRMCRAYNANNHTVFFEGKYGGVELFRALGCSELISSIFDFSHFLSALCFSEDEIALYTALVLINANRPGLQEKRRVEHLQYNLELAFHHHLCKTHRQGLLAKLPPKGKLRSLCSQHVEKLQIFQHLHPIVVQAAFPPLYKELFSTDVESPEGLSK
#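 Stable Schneider cell line, Gal4 DNA-binding domain fused to ROR gamma, UAS-luciferase. Cmpd 1 hr RT → CuSO4 700 uM final → 20 hr RT → luciferase reagent 10 min → luminescence.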
# FLuc modulator: inhibits or activates purified firefly luciferase, miR-21 counter-screen; Potency, µM (highest dose often 57.5 µM), inactives show top-dose activity change, negative = inhibition, actives largely listed as inhibitors; purified FLuc, Km substrates, luminescence inhibition; hit rate 6.9% among 360,000;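 also: plate controls were vehicle for no effect and reference inhibitor for full effect; nearly all actives have a fitted effect of over 55% in size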
# Target sequence (P08659 whole entry, looked up): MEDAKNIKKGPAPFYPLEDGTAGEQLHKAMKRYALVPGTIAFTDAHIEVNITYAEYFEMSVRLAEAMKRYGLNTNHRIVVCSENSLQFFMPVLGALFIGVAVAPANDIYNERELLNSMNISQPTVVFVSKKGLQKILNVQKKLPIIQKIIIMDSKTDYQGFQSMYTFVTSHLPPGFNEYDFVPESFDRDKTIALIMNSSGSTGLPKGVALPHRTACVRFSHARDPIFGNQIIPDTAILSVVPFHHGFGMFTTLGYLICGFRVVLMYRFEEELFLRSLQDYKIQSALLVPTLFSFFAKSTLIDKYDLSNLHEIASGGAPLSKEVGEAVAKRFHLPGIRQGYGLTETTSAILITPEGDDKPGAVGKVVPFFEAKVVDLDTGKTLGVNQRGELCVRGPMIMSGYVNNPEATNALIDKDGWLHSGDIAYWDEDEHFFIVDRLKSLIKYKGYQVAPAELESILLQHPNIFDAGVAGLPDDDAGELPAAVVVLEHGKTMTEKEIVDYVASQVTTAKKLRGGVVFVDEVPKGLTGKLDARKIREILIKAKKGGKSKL
#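 Purified P. pyralis luciferase (10nM final) with 10uM D-luciferin and 10uM ATP (Km levels) in 50mM Tris acetate pH 7.5, 10mM Mg acetate, 0.01% Tween-20, 0.05% BSA; qHTS 6-point titration, ~60 µM downward; luminescence read.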
# BRCA1 expr act: increases BRCA1 expression; Potency, µM (highest dose often 46.1 µM), for the others: at the highest dose activation, actives largely listed as activators; MCF7-BRCA1-FFLuc reporter, luminescence, 48 h; response scale: scaled: vehicle 0%, 10 µM genistein 100%; hit rate 1.1% among 380,000; also: nearly all actives have a fitted effect of over 80% in size; some results filed as inactive show a strong effect at the top dose
#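 MCF7-BRCA1-FFLuc cells, 2000/well in phenol-red-free MEM, attached 2 h then treated 48 h at 37 C. Luciferase luminescence read 15 min after reagent; normalized to genistein maximum activation (10microM) and DMSO, concentration-response fitted.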
# VP16 counter: Gal4-VP16 reporter inhibition counter-screen. hit rate 3.5% among 310,000. Potency, µM (titrated, usually from 53.6 µM), inactives show at the highest dose activity, negative = inhibition, actives largely listed as inhibitors. Drosophila S2 Gal4-VP16 UAS-luciferase, luminescence, 20 h;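 also: Gal4-VP16 expression switched on by copper sulfate through the metallothionein promoter; % is scaled to controls: 0 for no effect and ±100 for the full control effect; nearly all actives have a fitted effect of over 50% in size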
# An asterisk follows results filed as active; ? = inconclusive; . = no result given; [ ] = another dose, or the depositor's remark. Unless noted, calls follow the shape of the dose curve; as a rule, active = well fitted curve in the direction sought with a large enough effect; inconclusive = small, poorly fitted or top-dose-only effect, or another doubt; inactive = no such curve, though single readings can be large; an effect the other way counts as inactive or inconclusive. Potency is read from the fitted curve at half-maximal effect.
SMILES,p53 reactivator,NPC1 promoter act,uPA surface inh,Rab9 prom act,MBNL1-CUG inh,ELG1 genotoxic,RORgamma inh,FLuc modulator,BRCA1 expr act,VP16 counter
COc1ccc(CN2C(=O)c3ccccc3C2C(=O)NCc2cccnc2)c(OC)c1 (stereo not drawn),15%,-2%,1%,10%,-9%,4%,-1%,-1%,-5%,-3%
Cc1c(NC(=O)Oc2ccccc2)sc(=S)n1C,0%,0%,5%,0%,-4%,2%,-33%,2%,-7%,1%
CNC(=O)c1[nH]cnc1C(=O)NCC(=O)OC(C)(C)C,.,-1%,1%,3%,-9%,4%,-24%,-1%,-7%,-1%
Cc1n[nH]c(C)c1SCC(=O)Nc1ccc(F)cc1,4%,7%,2%,13%,-3%,11%,-5%,6%,0%,6%
COc1ccc(OC)c(-c2nnc3n2N=C(c2ccc(OC)c(OC)c2)CS3)c1,3%,-15%,?,-24%,.,?,5%,4%,-75%,-5%
CN(Cc1ccccc1)C(=O)NC1CCCCC1,-7%,0%,.,0%,-4%,0%,-3%,-2%,5%,-5%
O=C(CSc1ccc(-c2ccc(Br)cc2)nn1)N1CCOCC1,13%,30%,-5%,10%,-1%,-6%,?,15µM*,55%,-5%
Cc1ccc(NC(=O)C[n+]2cc(-c3ccccc3)n3c2CCC3)cc1,-4%,1%,-12%,-3%,0%,-4%,-3%,-1%,-1%,-1%
c1coc(-c2nnc(SCc3nc4ccccc4[nH]3)o2)c1,-3%,1%,.,3%,-7%,1%,-39%,-2%,-46%,0%
CN1C(=O)C2CN(CCc3ccccc3)CNC2N(C)C1=O (stereo not drawn),4%,0%,5%,5%,-6%,1%,10%,3%,-5%,3%
CN1/C(=C\C=C(/C#N)C(=O)Nc2ccccc2F)C(C)(C)c2ccccc21,8%,-2%,8%,2%,.,1%,0%,2%,-20%,-4%
COc1ccc(/C=C/C(=O)c2c(C)nc3ccccn23)cc1,?,?,.,3.5µM*,16%,11%,-8%,7.6µM*,45%,12%
CSc1ccccc1C(=O)N1CCCC(CNC(=O)c2ccc(F)cc2)C1 (stereo not drawn),15%,-1%,2%,-1%,0%,-1%,9%,-10%,12%,-3%
COc1ccc(CNS(=O)(=O)c2cn(C)c(=O)n(C)c2=O)cc1,23%,-2%,17%,23%,-3%,-7%,-3%,1%,6%,-6%
CCOc1ccc(C2=C/C(=C/c3cccnc3)C(=O)O2)cc1,7%,0%,-3%,-1%,-1%,-1%,4%,?,27%,19%
COC(=O)c1sccc1NC(=O)CSc1cc(Cl)ccc1Cl,0%,0%,-3%,2%,6%,2%,25%,8%,-13%,-4%
CNC(=O)c1cc(C)c(-c2ccccc2)s1,3%,16%,.,15%,?,?,36%,?,64%,4%[0.365 µM]
CC(=O)Nc1c(O)nc(SCC(=O)N2CCCCC2)[nH]c1=O,5%,1%,-3%,-2%,.,-1%,.,6%,-19%,.
Cc1ccccc1-c1cc(C(=O)Nc2nc3c(s2)CCCC3)c2ccccc2n1,-3%,1%,.,-3%,1%,0%,10µM*,?,-33%,-18%
COc1ccc(NC(=O)C2CCCN2C(=O)OC(C)(C)C)cc1 (stereo not drawn),3%,-6%,0%,-8%,3%,3%,-17%,-2%,-11%,-4%

# Just ELG1 genotoxic, RORgamma inh and p53 reactivator, for some of the entries so far:
Structure,ELG1 genotoxic,RORgamma inh,p53 reactivator
COC(=O)c1sccc1NC(=O)CSc1cc(Cl)ccc1Cl,2%,25%,0%
CNC(=O)c1cc(C)c(-c2ccccc2)s1,?,36%,3%
CC(=O)Nc1c(O)nc(SCC(=O)N2CCCCC2)[nH]c1=O,-1%,.,5%
Cc1ccccc1-c1cc(C(=O)Nc2nc3c(s2)CCCC3)c2ccccc2n1,0%,10µM*,-3%

# (listing goes on)
SMILES,p53 reactivator,NPC1 promoter act,uPA surface inh,Rab9 prom act,MBNL1-CUG inh,ELG1 genotoxic,RORgamma inh,FLuc modulator,BRCA1 expr act,VP16 counter
Cc1cccc(C)c1NC(=O)c1sc(N)nc1-c1ccccc1,-1%,0%,2%,-3%,-1%,0%,29%,1%,-4%,-3%
COc1cccc(C(=O)Nc2nnc(S(=O)(=O)N3CCOCC3)s2)c1,4%,-1%,8%,1%,20%,3%,9%,?,-1%,-1%
CC(=O)Nc1ccccc1C(=O)C(=O)Nc1ccc(F)c(Cl)c1,20%,4µM*,-11%,3.2µM*,8%,?,?,3%,?,-2%
Cn1c(Cn2c(=O)sc3ccccc32)nnc1SCc1ccccc1F,-9%,-5%,-1%,-7%,-5%,1%,7%,6%,4%,9%
COc1cccc(N(C(=O)CNC(=O)c2ccco2)C(C(=O)NC2CCCC2)c2ccco2)c1 (stereo not drawn),-1%,0%,3%,0%,-4%,-5%,15%,-2%,-29%,5%
CCCn1c(NC(=O)c2ccccc2)nc2ccccc21,16%,13%,-3%,11%,0%,-4%,0.79µM*,?,-72%,1.8µM*
CCOC(=O)c1c(NC(=O)CCC(=O)O)sc2c1CC(C)(C)OC2,6%,-1%,0%,-2%,-4%,-2%,?,-9%,5%,1%
Cc1ccc(-n2nc(C(=O)O)cc2-c2ccc(Cl)cc2)cc1,0%,2%,1%,-7%,-6%,7%,-24%,?,-30%,5%
O=C(N/N=C/c1cccnc1)c1ccccc1Cl,8%,24%,3%,25%,11%,15%,-2%,11µM*,38%,-4%
CS(=O)(=O)Nc1ccc(C(=O)N2CCCCC2)cc1,6%,1%,6%,1%,2%,1%,-27%,4%,-16%,-4%
O=C(N/C(=C\c1ccc2c(c1)OCO2)C(=O)N1CCOCC1)c1cccs1,-5%,-2%,.,-3%,7%,-2%,-23%,0%,1%,1%
CCC(=O)N1CCc2cc(S(=O)(=O)NC(C(=O)N3CCN(c4ccc(F)cc4)CC3)C(C)C)ccc21 (stereo not drawn),5%,3%,0%,-3%,-6%,-2%,-37%,1%,1%,-1%
Cn1c(SCC(=O)NC2CC2)nnc1-c1cccs1,35µM*,4µM*,-5%,4µM*,?,26%,?,?,26%,18µM*
CCn1cc(/C=N/NC(=O)c2cc3c(ccc4ccccc43)o2)c2ccccc21,1%,-3%,-6%,4%,6%,-1%,7.1µM*,?,-70%,?
Cn1c(O)c(N=NC(=O)c2ccco2)c2ccccc21,4%,4µM*,-9%,2.2µM*,?,?,?,4.8µM*,4%,?
O=C(CCC(=O)N1CCN(c2ccc(Cl)c(Cl)c2)CC1)c1ccccc1,-11%,0%,-10%,8%,-4%,-11%,27%,-2%,-5%,-27%
O=C(NCc1ccc(C(F)(F)F)cc1)C1CC(c2ccccc2C(F)(F)F)=NO1 (stereo not drawn),-1%,-1%,10%,-3%,1%,-2%,29%,5%,-5%,11%
Cc1ccc(NC(=O)CCN2CCC(Cc3ccccc3)CC2)cc1,?,1%,8%,0%,-6%,-8%,-15%,4%,-10%,-4%
CC(C)(C)NC(=O)NC(=O)CN1CCN(S(=O)(=O)c2ccccc2)CC1,5%,-12%,2%,-6%,-2%,-3%,18%,-1%,-33%,0%
C[C@@H](NC(=O)[C@@H]1Cc2ccccc2CN1C(=O)OC(C)(C)C)C(=O)NC1CCCCC1,3%,-15%,1%,-1%,-7%,0%,13%,0%,0%,-26%
CN(C)c1ccc(N=c2sc3ccccc3n2C)cc1,?,?,-26%,?,-6%,6.5µM*,28%,6µM*,-57%,-3%
COc1ccccc1CNC(=O)COC(=O)Cc1c(F)cccc1Cl,0%,0%,0%,-8%,-6%,-1%,7%,2%,-8%,-3%
C=CCn1c(COc2ccc(F)cc2)nnc1SCC(=O)c1c[nH]c2c(CC)cccc12,0%,1%,15%,-1%,-8%,1%,-10%,4%,14%,-15%
Cc1cc(C)n(CC(C)O)c(=O)c1C#N (stereo not drawn),-3%,0%,6%,-1%,1%,-1%,25%,6%,6%,-10%
COc1ccccc1CCc1nnc(CCC(=O)N(C)Cc2cccc3cnccc23)o1,6%,4µM*,2%,2.8µM*,2%,5%,6%,12µM*,?,7%
CCC(=NNC(=O)c1ccc2c(c1)nc(C)n2CC)c1cc(F)ccc1O,3%,.,-2%,.,.,10%,.,.,-97%,.
O=C(CCN1C(=O)COc2ccccc21)N1CCCCC1,5%,0%,.,2%,-2%,10%,-4%,4%,24%,1%
COc1ccc(OC)c(Nc2nc(-c3c(C)nc4ncccn34)cs2)c1,1%,-3%,?,-11%,14%,?,?,-2%,-83%,15%
Cc1[nH]nc2c1C(c1ccc(-c3ccccc3C#N)o1)C(C#N)=C(N)O2 (stereo not drawn),-25%,0%,0%,-4%,?,-1%,8.9µM*,-15%,0%,?
CCOC(=O)CC(=O)Nc1nnc(C(C)C)s1,-2%,13%,-2%,7%,1%,6%,-22%,3%,4%,0%
CCc1cccc2c1NC1(CCCC1)CC2C (stereo not drawn),2%,-3%,2%,-3%,-7%,-7%,-13%,-6%,-11%,4%
COc1cccc(NC(=O)C2CCN(Cc3cnn(-c4ccccc4)c3-n3cccc3)CC2)c1,?,1%,-7%,19%,10%,-6%,0%,-6%,-54%,?

# Bioassay records: PubChem, National Center for Advancing Translational Sciences (NCATS)
